Assay outcomes deposited in PubChem by National Center for Advancing Translational Sciences (NCATS).
EPAC2 ag: qHTS for Agonist of cAMP-regulated guanine nucleotide exchange factor 4 (EPAC2): primary screen. EPAC2 activation, biochemical qHTS; response scale: 100% = 6.5 mM cAMP response. AID 720711, 2013. 360,000 tested, 0.079% active. Potency, µM (highest dose often 154 µM), for the others: at the top dose activation, hits mostly activators. Rap guanine nucleotide exchange factor 4 (Homo sapiens), Q8WZA2; also: potency is read from the fitted curve at half-maximal effect; nearly all actives have a fitted effect of over 50% in size
Target sequence (Q8WZA2 whole entry, looked up): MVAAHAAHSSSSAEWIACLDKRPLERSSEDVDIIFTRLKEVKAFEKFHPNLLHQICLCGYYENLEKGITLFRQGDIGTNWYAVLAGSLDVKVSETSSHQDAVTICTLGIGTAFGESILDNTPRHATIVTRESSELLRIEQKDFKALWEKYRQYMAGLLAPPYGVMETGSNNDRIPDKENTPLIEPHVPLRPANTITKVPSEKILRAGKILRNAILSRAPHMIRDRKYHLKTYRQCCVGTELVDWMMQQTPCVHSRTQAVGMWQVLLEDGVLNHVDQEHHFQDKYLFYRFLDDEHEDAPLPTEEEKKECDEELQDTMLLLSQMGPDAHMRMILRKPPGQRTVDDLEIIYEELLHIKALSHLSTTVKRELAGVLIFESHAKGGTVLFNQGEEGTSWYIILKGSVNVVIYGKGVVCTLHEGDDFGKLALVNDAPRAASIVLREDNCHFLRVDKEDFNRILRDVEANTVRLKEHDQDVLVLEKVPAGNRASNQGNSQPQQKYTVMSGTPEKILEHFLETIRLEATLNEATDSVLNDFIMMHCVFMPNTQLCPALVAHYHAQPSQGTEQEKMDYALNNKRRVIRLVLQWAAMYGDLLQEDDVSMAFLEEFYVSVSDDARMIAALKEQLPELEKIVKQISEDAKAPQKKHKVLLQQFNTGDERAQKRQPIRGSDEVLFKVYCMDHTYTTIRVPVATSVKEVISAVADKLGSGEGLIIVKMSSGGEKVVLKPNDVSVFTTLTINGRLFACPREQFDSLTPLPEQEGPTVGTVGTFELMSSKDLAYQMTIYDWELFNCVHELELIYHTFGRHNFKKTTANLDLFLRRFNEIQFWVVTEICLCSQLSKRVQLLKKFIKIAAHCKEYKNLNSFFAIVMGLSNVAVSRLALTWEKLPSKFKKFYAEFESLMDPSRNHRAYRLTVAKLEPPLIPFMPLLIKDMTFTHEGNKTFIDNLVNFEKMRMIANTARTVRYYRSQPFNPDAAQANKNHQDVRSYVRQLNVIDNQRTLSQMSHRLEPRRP
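Setup: EPAC2 100 nM, labeled Rap1B complex 250 nM, free GDP 50 uM. Compound titrations pinned in, brief spin, 5 min room temperature incubation. Kinetic fluorescence read over 30 min, normalized to 6.5 mM cAMP.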
S2 tox: Viability Counterscreen for Primary qHTS for Inhibitors of ATXN expression. S2 cells (HEK-293 line with an ATXN2-luciferase reporter) viability, CellTiter-Fluor protease fluorescence, 24 h. Potency, µM (doses to about 56.7 µM), most hits filed as cytotoxic. 400,000 tested, 0.49% active. AID 651635, 2014; also: potency is read from the fitted curve at half-maximal effect; nearly all actives have a fitted effect of over 40% in size
ATXN2 expr inh: Primary qHTS for Inhibitors of ATXN expression. Potency, µM (top dose mostly 57 µM), without a hit: at the top dose activity change, negative = inhibition, hits mostly inhibitors. HEK-293 ATXN2-luciferase reporter, luminescence, 24 h. 360,000 tested, 0.72% active; also: potency is read from the fitted curve at half-maximal effect; % is scaled to controls: 0 for no effect and ±100 for the full control effect; nearly all actives have a fitted effect of over 55% in size
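ATXN2-luciferase reporter cells (luciferase flanked by upstream and downstream ATXN2 gene portions) were treated 24 h at 37 °C with compounds at up to 57 uM. SteadyGlo luminescence gave expression; GF-AFC fluorescence gave viability.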
TGFb SMAD3 inh: qHTS for Inhibitors of TGF-b; HepG2 CAGA-GFP TGF-b/SMAD3 reporter, GFP fluorescence, 18 h; TGF-beta stimulated, 500 pg/mL final; Potency, µM (titrated, usually from 46.1 µM), without a hit: at the top dose activity, negative = inhibition, most hits filed as inhibitors; 410,000 tested, 1.2% active; also: potency is read from the fitted curve at half-maximal effect; % is scaled to controls: 0 for no effect and ±100 for the full control effect; nearly all actives have a fitted effect of over 65% in size
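TGF-beta reporter screen: HEPG2 CAGA-GFP, 1% FBS, 500 pg/mL TGF-beta final, 18 h; per-cell GFP summed per well; curves fitted and categorized by class.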
A549 tox: Nrf2 qHTS screen for inhibitors: counterscreen for cytotoxicity; 390,000 tested, 0.16% active; Potency, µM (series often up to 46 µM), inactives show at the top dose activity change, negative = cytotoxicity, most hits filed as inhibitors; A549 ARE-Fluc cells, CellTiter-Fluor viability, 18-24 h; AID 504648, 2011; also: potency is read from the fitted curve at half-maximal effect; % is scaled to controls: 0 for no effect and ±100 for the full control effect
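A549 ARE_Fluc cells in 5% FBS OPTI-MEM were exposed to compounds in concentration-response for 18-24 h at 37 deg C. Viability was read by CellTiter-Fluor fluorescence (Ex 405/Em 525) after 30 min, before the luciferase read.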
HepG2 tox: qHTS for Inhibitors of TGF-b: Cytotox Counterscreen. HepG2 CAGA-GFP viability, ATP luminescence, 18 h. Potency, µM (top dose mostly 46.1 µM), for inactives: at the top dose activity change, negative = cytotoxicity, most hits filed as cytotoxic. 410,000 tested, 0.76% active; also: potency is read from the fitted curve at half-maximal effect; some results filed as inactive show a strong effect at the top dose
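HepG2 CAGA-GFP cells (1000/well, DMEM with 1% FBS) received compound, then TGF-beta at 500 pg/mL final, and were incubated 18 hours at 37 degrees C. Viability was read by CellTiter-Glo luminescence. Media-only wells were set as complete cell-killing and DMSO as no toxicity.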
IL2 activator: qHTS of IL-2 Activators | activation, % (series mostly up to about 46 µM) | IL-2 activation reporter assay, cell-based qHTS; stimulated with anti-CD3/CD4/CD28 beads; in transgenic mouse T cells | 360,000 tested, 0.065% active; in the data active = activation above about 50%; inconclusive = mostly about 30% to 49%; also: 0% is about no effect
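Using fluorescent plate cytometry, EGFP and DsRed are detected in transgenic mouse T cells stimulated 18 h at 37 degrees C with antibody-coated beads after 60 min compound pretreatment.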
Nrf2 inh: Nrf2 qHTS screen for inhibitors. A549 ARE-Fluc reporter, luciferase luminescence, 18-24 h. Potency, µM (highest dose often 46 µM), for the others: top-dose activity change, negative = inhibition, usual class: inhibitors. 360,000 tested, 2.1% active. AID 504444, 2011; also: potency is read from the fitted curve at half-maximal effect; % is scaled to controls: 0 for no effect and ±100 for the full control effect; nearly all actives have a fitted effect of over 60% in size
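Two sequential reads on A549 ARE_Fluc cells exposed to compound for 18-24 h: a CellTiter-Fluor fluorescence read for viability, then a luciferase luminescence read for Nrf2/ARE activity.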
Nrf2 activator: qHTS of Nrf2 Activators; AREc32 ARE-luciferase reporter (MCF7-derived line), luminescence, 24 h; Potency, µM (top dose mostly 46.1 µM), without a hit: top-dose activation, actives largely listed as activators; 410,000 tested, 0.31% active; AID 624171, 2012; also: potency is read from the fitted curve at half-maximal effect; % of control where 0% means no effect; nearly all actives have a fitted effect of over 65% in size
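ARE activation measured as luciferase luminescence (Steady-Glo, 30 min RT) in AREc32_Fluc cells after 24 hr compound exposure at 37 deg C, 5% CO2; cells seeded overnight at 1000/well in OPTI-MEM, 5% FBS.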
* = called active by the depositor; i = inactive; ? = inconclusive; nt = no result given; ! = a repeat was not active; [ ] = another dose, or the depositor's remark. Unless noted, calls follow the shape of the dose curve; as a rule, active = well fitted curve in the direction sought with a large enough effect; inconclusive = small, poorly fitted or top-dose-only effect, or another doubt; inactive = no such curve, though single readings can be large; an effect the other way counts as inactive or inconclusive.

The first 2 compounds (preview)
nr | Compound | EPAC2 ag | S2 tox | ATXN2 expr inh | TGFb SMAD3 inh | A549 tox | HepG2 tox | IL2 activator | Nrf2 inh | Nrf2 activator
1 | C/C(=N\Nc1ccc(C(F)(F)F)cc1[N+](=O)[O-])C(C)C | 1% | i | -3% | -3% | -1% | -26% | 2.1 | 20% | -0.4%
2 | CCCCC(=O)Nc1ccc(NC(=O)c2cc(OC)c(OC)c(OC)c2)cn1 | 0% | i | -8% | -2% | 2% | 2% | -0.4 | -21% | -0.7%

The list itself, from the first entry:
nr | Compound | EPAC2 ag | S2 tox | ATXN2 expr inh | TGFb SMAD3 inh | A549 tox | HepG2 tox | IL2 activator | Nrf2 inh | Nrf2 activator
1 | C/C(=N\Nc1ccc(C(F)(F)F)cc1[N+](=O)[O-])C(C)C | 1% | i | -3% | -3% | -1% | -26% | 2.1 | 20% | -0.4%
2 | CCCCC(=O)Nc1ccc(NC(=O)c2cc(OC)c(OC)c(OC)c2)cn1 | 0% | i | -8% | -2% | 2% | 2% | -0.4 | -21% | -0.7%
3 | CCOc1ccc(-n2c(=O)[nH]cc(C(=O)N3CCCc4ccccc43)c2=O)cc1 | 1% | i | -3% | 0% | -1% | 5% | -2.1 | 8% | 0.2%
4 | COc1cc(NC(=O)CCNC(=O)Cn2cnc3sc4c(c3c2=O)CCCC4)cc(OC)c1OC | 6% | i | -10% | 0% | 1% | 6% | -1.5 | -9% | -0.3%
5 | c1ccc(-n2nnnc2SCc2cccc3nsnc23)cc1 | 12% | i | -3% | 3% | -3% | -36% | 3.2 | 0% | 6.6%
6 | COc1ccc(OC)c(Nc2nc(-c3ccccc3O)nc3ccccc23)c1 | 10% | nt | -11% | ? | 14% | -9% | 0.5 | 1% | 6.6%
7 | COc1cccc(N2CCN(C3C(=O)c4ccccc4N3C(C)=O)CC2)c1 (stereo not given) | nt | nt | nt | -19% | 6% | -8% | nt | ? | 4.4%
8 | CCc1nn(CC(=O)N(C)C2CCCCC2)c(=O)c2cc3cc(C)ccc3n12 | -4% | i | 4% | 4% | 20% | 3% | -1.6 | ? | 0.0%
9 | NS(=O)(=O)c1cccc(NC(=O)COC(=O)C2(c3cccc(F)c3)CCCC2)c1 | 22% | i | -4% | -5% | 0% | -16% | -1.9 | -14% | 2.9%
10 | COc1ccc(Cn2c(C3CC3)nc3ccc(NC(=O)C4CC4)cc3c2=O)cc1 | -8% | i | 103%[activator] | 0% | 0% | -8% | 0.3 | ? | -0.3%
11 | Cc1cccc(CN2CCOCCS2(=O)=O)c1 | 0% | i | -10% | ? | 9% | 16% | -2.8 | -20% | -1.2%
12 | NC1=NC(=O)C2(COC(c3cccnc3)OC2)S1 (stereo not given) | 11% | i | -20% | 10% | 0% | 18% | 3.2 | -20% | -0.5%
13 | CCc1ccc(N2CC(C(=O)N3CCCC3)CC2=O)cc1 (stereo not given) | 17% | i | 2% | 0% | 9% | -1% | 0.5 | 0% | 0.5%
14 | CN1CCN(c2nc(NCCOC34CC5CC(CC(C5)C3)C4)nc(OCC(F)(F)F)n2)CC1 | 0% | ? | -6% | 13% | 6% | -4% | -0.6 | 1% | -0.2%
15 | COc1ccc(N2CCC(CNC(=O)Nc3ccc(C)c(C)c3)C2)cc1 (stereo not given) | 1% | i | -4% | -9% | -14% | -22% | -0.7 | -14% | -0.2%
16 | CCOC(=O)c1[nH]c(C)c(C(=O)OCC(=O)NC(C)c2ccc(F)cc2)c1C (stereo not given) | 0% | i | nt | 3% | 3% | 2% | -0.9 | -2% | -0.6%
17 | COc1cc(OC)c(C2C(C(=O)O)c3ccccc3C(=O)N2C)cc1OC (stereo not given) | -3% | i | -12% | -12% | -2% | -5% | 2.2 | 14% | -0.1%
18 | CCOC(=O)N1CCN(S(=O)(=O)c2ccc(C)cc2)C1c1ccc(OC)cc1 (stereo not given) | 19% | i | -11% | 11% | -3% | -19% | 4.1 | ? | -0.3%
19 | CCCCSc1nc2c(=O)[nH][nH]c(=O)c2n1Cc1ccccc1 | -6% | i | 2% | 16% | -6% | 1% | 2.7 | 2% | 0.4%
20 | O=C(c1ccc(Cl)cc1)N(Cc1ccc(Br)cc1)N1C(=O)CCC1=O | 1% | i | -17% | 2% | -5% | -21% | -0.4 | 12% | 0.2%
21 | Cc1cc(C(=O)COc2cccnc2[N+](=O)[O-])c(C)n1-c1ccccc1 | 1% | ? | ? | 15% | -10% | 2% | -1.9 | 2.9µM* | -2.4%
22 | CCN(CC(=O)Nc1ccc2c(c1)OCCO2)C(=O)c1cccc(OCC(C)C)c1 | 2% | i | 5% | 13% | 7% | -34% | -1.0 | 26% | 4.0%
23 | Cc1ccc(OCC(=O)Nc2ccc(CN3CCOCC3)cc2)cc1C | 13% | nt | -17% | ? | 9% | -12% | -0.7 | -10% | 0.5%
24 | Cc1ccc(C(C)(C)C)c(OCCOCCN2CCCC2)c1 | -6% | ? | -17% | 5% | -12% | 6% | 0.9 | 11% | -0.6%
25 | O=C(NCc1ccco1)c1ccc(-c2ccccc2Cl)o1 | 13% | i | 28% | -10% | 1% | 4% | -0.9 | 25% | 10%
26 | COc1cccc(OC)c1C(=O)OCC(=O)NCCCc1ccccc1 | 8% | ? | nt | -5% | 2% | -19% | 0.9 | 13% | -0.5%
27 | COc1cccc2cc(C(=O)C3=C(O)C(=O)N(CCN4CCOCC4)C3c3cccs3)oc12 (stereo not given) | -19% | i | 3% | -2% | -14% | -3% | 0.0 | -4% | 4.9%
28 | Cc1c(NC(=O)CSc2nnc(-c3cccnc3)n2N)c(=O)n(-c2ccccc2)n1C | 6% | i | nt | 9% | -6% | 4% | 0.3 | -3% | -0.3%
29 | CCN(CC)S(=O)(=O)c1ccc(Cl)c(NC2=NCCCCC2)c1 | 3% | i | 6% | 16% | -1% | -2% | -0.6 | -2% | -0.4%
30 | O=C(c1ccc2c(c1)CCN2S(=O)(=O)c1ccc(Cl)cc1)N1CCN(c2ccccc2)CC1 | nt | i | -18% | ? | -6% | -19% | nt | ? | 3.7%
31 | Cc1ccc(-c2csc3ncnc(NS(=O)(=O)c4ccc(Cl)cc4)c23)cc1 | -17% | i | 8% | 4% | -10% | -26% | -0.2 | ? | -0.5%
32 | Cc1ccc(S(=O)(=O)NCCC(=O)Nc2ccc(C)cc2C(=O)c2ccccc2)cc1 | 15% | i | -11% | ? | -7% | -18% | 2.2 | ? | -0.4%
33 | COc1ccc(C(=O)NCC(=O)N/N=C/c2cccnc2)cc1 | 7% | ? | 16% | 6% | -6% | -11% | -0.1 | -19% | 0.1%
34 | COCCN(CCOC)C(=O)Nc1ccc(Cl)cc1 | 8% | i | 8% | 4% | 4% | 1% | 0.0 | 0% | 4.8%
35 | COc1cc2cncc(Cc3ccc(Cl)cc3)c2cc1OC | 1% | i | 1% | ? | -13% | -42% | -0.4 | ? | 0.5%
36 | Oc1ccc(Cl)c2cccnc12 | 9% | ? | 13µM*! | 7.1µM* | -1% | 10µM* | -0.4 | ? | 15%
37 | CCN(CC)C(=O)Oc1ccc(Br)cc1C(=O)Nc1ccc(F)c(Cl)c1 | 1% | i | 30% | -2% | -2% | -1% | 4.4 | -2% | 0.0%
38 | O=c1c2ccccc2n2nnnc2n1-c1ccccc1 | 18% | i | -12% | 1% | -10% | 1% | 0.4 | nt | -0.5%
39 | Cc1ccc(N(CCCCN2C(=O)c3ccccc3C2=O)C(=O)c2cccs2)cc1 | 9% | i | 1% | -24% | -4% | -2% | 0.4 | -15% | 0.2%
40 | COc1ccc(-c2cc(C)no2)cc1S(=O)(=O)Nc1cccc(C(F)(F)F)c1 | nt | nt | nt | ? | 5% | -41% | nt | 18µM* | 0.8%
41 | COc1ccc(C)cc1N(CC(=O)NC(C)c1ccccc1)S(C)(=O)=O (stereo not given) | 11% | i | 6% | -11% | -4% | -12% | 0.3 | 3% | 0.1%
42 | O=C(NCc1ccc(F)cc1)N[C@@H](Cc1ccccc1)C(=O)O | 6% | i | 2% | 6% | 1% | 12% | -2.4 | 4% | 0.1%
43 | O=C(NCCc1ccc(Cl)cc1)c1ccc2nc(N3CCOCC3)sc2c1 | 8% | i | -13% | 2% | -13% | -6% | -0.5 | -25% | -0.4%
44 | COc1ccccc1OCCOCCN1CCCC1 | 0% | i | 3% | -20% | -8% | -2% | -0.5 | 3% | -0.3%

4 entries from above, ordered by count of non-hydrogen atoms, high to low.
nr | Compound | EPAC2 ag | S2 tox | ATXN2 expr inh | TGFb SMAD3 inh | A549 tox | HepG2 tox | IL2 activator | Nrf2 inh | Nrf2 activator
39 | Cc1ccc(N(CCCCN2C(=O)c3ccccc3C2=O)C(=O)c2cccs2)cc1 | 9% | i | 1% | -24% | -4% | -2% | 0.4 | -15% | 0.2%
40 | COc1ccc(-c2cc(C)no2)cc1S(=O)(=O)Nc1cccc(C(F)(F)F)c1 | nt | nt | nt | ? | 5% | -41% | nt | 18µM* | 0.8%
42 | O=C(NCc1ccc(F)cc1)N[C@@H](Cc1ccccc1)C(=O)O | 6% | i | 2% | 6% | 1% | 12% | -2.4 | 4% | 0.1%
44 | COc1ccccc1OCCOCCN1CCCC1 | 0% | i | 3% | -20% | -8% | -2% | -0.5 | 3% | -0.3%
